GSH fluor – compound fluoresces at 488/530 nm on GSH beads; hit rate 0.25% among 190,000; fluorescence (KMESF) at 10 µM; AID 1776; GSH beads flow cytometry, compound fluorescence 488/530 nm; hits give high values; in the data active = fluorescence above about 89;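 also: glutathione beads carrying GST-tagged Bcl family fusion proteins plus one bare bead set; values are compound well signal with DMSO vehicle wells as background; inactives centre near 16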
Cdc42 wt GTP – changes GTP binding to wildtype human Cdc42; hit rate 0.2% among 190,000; P60953; GST-Cdc42 beads, Bodipy-GTP binding, flow cytometry; actives lie on both sides; percent activity (GTP binding), % at 10 µM; AID 761;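 active = percent activity GTP binding at least 20 points away from the 100% baseline, either down as inhibitor or up as activator; inconclusive = compound flagged as likely green fluorescent from well-wide comparison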;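 also: median bead fluorescence of bound Bodipy-FL-GTP at 100 nM; 0% = excess unlabeled GTP control and 100% = no compound control; below 100% means less GTP binding so inhibitor and above means activator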
Target sequence (P60953 whole entry, looked up): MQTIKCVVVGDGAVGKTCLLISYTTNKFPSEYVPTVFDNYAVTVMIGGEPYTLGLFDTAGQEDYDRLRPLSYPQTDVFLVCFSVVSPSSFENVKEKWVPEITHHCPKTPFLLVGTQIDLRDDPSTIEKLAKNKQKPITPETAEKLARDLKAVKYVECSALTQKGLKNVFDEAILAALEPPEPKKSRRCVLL
Avidin bead fluor – compound fluoresces at 488/530 nm on avidin beads. fluorescence (KMESF) at 10 µM. hit rate 0.38% among 220,000. AID 1775. compound fluorescence 488/530 nm, flow cytometry; hits give high values; in the data active = fluorescence above about 47; also: inactives centre near 10
ABCG2 block – inhibitors of human ABCG2 transporter, ABCB1 counter-screen; Q9UNQ0; IgMXP3 cells, JC-1 efflux, flow cytometry; hit rate 0.1% among 190,000; inhibition, % at 6.6 µM;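 active = inhibition above 80%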;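 also: 0% = DMSO and 100% = nicardipine control wells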
Target sequence (Q9UNQ0 whole entry, looked up): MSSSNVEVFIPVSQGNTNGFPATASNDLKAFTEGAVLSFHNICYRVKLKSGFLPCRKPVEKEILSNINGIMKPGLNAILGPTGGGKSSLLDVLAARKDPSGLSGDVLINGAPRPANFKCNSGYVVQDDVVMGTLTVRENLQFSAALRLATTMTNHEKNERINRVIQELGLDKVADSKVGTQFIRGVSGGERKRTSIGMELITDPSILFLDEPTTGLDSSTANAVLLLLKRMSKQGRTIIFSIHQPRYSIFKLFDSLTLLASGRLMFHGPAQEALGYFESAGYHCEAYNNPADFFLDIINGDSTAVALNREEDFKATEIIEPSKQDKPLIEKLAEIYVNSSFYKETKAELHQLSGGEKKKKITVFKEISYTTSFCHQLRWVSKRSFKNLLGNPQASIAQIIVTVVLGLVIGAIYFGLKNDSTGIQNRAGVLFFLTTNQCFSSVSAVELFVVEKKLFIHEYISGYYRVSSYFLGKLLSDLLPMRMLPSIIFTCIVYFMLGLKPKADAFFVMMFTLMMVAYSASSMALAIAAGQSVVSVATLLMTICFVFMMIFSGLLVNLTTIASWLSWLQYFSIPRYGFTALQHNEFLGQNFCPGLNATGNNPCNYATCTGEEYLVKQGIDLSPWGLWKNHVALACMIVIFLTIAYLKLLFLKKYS
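Test system: ABCG2 IgMXP3 and barcoded ABCB1 CCRF-Adr cell mix; Schedule: cells with compound and JC-1, 10 min at 25 °C, rotating, no wash; Technique: flow cytometry of retained JC-1 fluorescence; Measure: % inhibition of efflux relative to nicardipine and DMSO; Controls: nicardipine high and DMSO low controls.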
Rab7 wt modul – alters GTP binding to wildtype dog Rab7; AID 758; hit rate 0.055% among 190,000; GST-Rab7 beads, fluorescent GTP binding, flow cytometry; actives lie on both sides; untreated = 100%, excess cold GTP = 0%; GTP binding activity (percent of control), % at 10 µM;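 active = fluorescent GTP binding to Rab7 beads changed by at least 20 points from the 100% baseline, either direction, mostly lower; inconclusive = compound itself probably fluorescent, or too few beads counted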;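 also: median green fluorescence of bound Bodipy-FL-GTP per Rab7 bead population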
Rac1 act GTP bind – alters GTP binding to activated mutant human Rac1; hit rate 0.11% among 190,000; AID 764; P63000; GST-Rac1 activated beads, fluorescent GTP binding, flow cytometry; actives lie on both sides; 100% means binding = to untreated wells; percent activity (GTP binding), % at 10 µM;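 active = GTP binding at least 20 percentage points away from the 100% baseline, in either direction, so actives lie on both sides; inconclusive = Compound likely fluorescent itself, or too few beads counted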
Rac1 wt GTP bind – modulators of human Rac1 wildtype GTP binding; hit rate 0.27% among 190,000; GST-Rac1 beads, fluorescent GTP binding, flow cytometry; actives lie on both sides; 0 = cold GTP competed, 100 = untreated; P63000; GTP binding activity (% of control), % at 10 µM;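 active = GTP binding activity at least 20 points away from the 100% control level, either lower or higher; inconclusive = compound flagged as likely green fluorescent, judged across all proteins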
HRas wt GTP – changes GTP binding to wildtype human HRas | P01112 | GST-Ras wt beads, Bodipy-FL-GTP binding, flow cytometry; actives lie on both sides | GTP binding activity, % at 10 µM | hit rate 0.14% among 190,000;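 active = GTP binding activity at least 20% away from the 100% baseline, either lowered as inhibitor or raised as activator; inconclusive = flagged as likely green fluorescent, judged across all proteins in the well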;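 also: 0% = unlabeled GTP competition control and 100% = no-compound control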
Target sequence (P01112 whole entry, looked up): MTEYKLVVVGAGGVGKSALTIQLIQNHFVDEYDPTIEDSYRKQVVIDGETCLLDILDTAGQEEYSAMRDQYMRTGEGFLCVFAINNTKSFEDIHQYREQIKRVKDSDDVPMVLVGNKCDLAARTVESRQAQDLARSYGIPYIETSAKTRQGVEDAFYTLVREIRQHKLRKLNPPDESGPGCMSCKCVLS
Rab2A wt mod – changes GTP binding to wildtype dog Rab2A, up or down. P61105. GST-Rab2 wt beads, Bodipy-GTP binding, flow cytometry. GTP binding activity, % at 10 µM. hit rate 0.19% among 190,000. AID 760;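 active = GTP binding activity at least 20 points away from 100%, either lowered or raised; inconclusive = signal likely due to the compound's own green fluorescence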;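 also: 0% = beads with excess unlabeled GTP and 100% = no-compound control corrected for plate trend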
Pf gamet viab – P. falciparum stage V gametocyte viability inhibition | P. falciparum stage V gametocytes, ATP luminescence, 24 h | inhibition, % at 10.9 µM | hit rate 0.065% among 150,000 | AID 743093;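 active = inhibition above the mean plus 3 SD of compounds within the control limits, set per campaign, cut at about 38% in these data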;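 also: 0% = DMSO wells and 100% = medium only without gametocytes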
ABCB1 inh – human ABCB1 inhibition, ABCG2 as counter-screen; hit rate 0.067% among 190,000; P08183; inhibition, % at 6.6 µM; AID 1326; CCRF-Adr cells, JC-1 efflux, flow cytometry; in the data active = inhibition above about 40%;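 also: 0% = vehicle and 100% = reference inhibitor; higher value means more JC-1 retained so stronger ABCB1 efflux block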
* marks the source's active call; other numbers are inactive results; ? = inconclusive; · = not tested or not shown.

Compound,GSH fluor,Cdc42 wt GTP,Avidin bead fluor,ABCG2 block,Rab7 wt modul,Rac1 act GTP bind,Rac1 wt GTP bind,HRas wt GTP,Rab2A wt mod,Pf gamet viab,ABCB1 inh
CCOC(=O)c1[nH]ncc1CN1CCCC(C(=O)c2ccc(C(C)(C)C)cc2)C1 (stereo not given),12,99,12,15,97,97,100,99,99,5,0.4
CC1(C)CC(=O)c2cc(NC(=O)c3ccccc3)c(=O)oc2C1,11,105,6,18,100,97,101,98,97,-29,0.7
C/C(=N\NC(=O)COc1ccc(C(C)(C)C)cc1)c1ccc2c(c1)OCCO2,0,98,11,15,98,95,100,97,95,22,0.4
C/C(=N/NC(=O)CNC(=O)c1cccc(F)c1)c1ccc2c(c1)CCCC2,23,98,4,3,94,98,98,95,97,-11,0.3
CCOc1ccccc1NC(=O)CCS(=O)(=O)c1cccc2nonc12,11,104,7,3,102,101,103,103,103,·,0.6
CC(=O)c1cccc(NC(=O)C(=O)c2cn(CC(=O)N3CCCCC3)c3ccccc23)c1,22,?,24,0,?,?,?,?,?,7,0.1
Cc1cccc(/C(N)=N/OC(=O)c2ccc(Br)o2)c1,13,101,4,12,96,99,102,98,98,3,-1.1
CC(=O)N(C(C)=O)n1c(/C=C/c2ccc([N+](=O)[O-])cc2)nc2ccccc2c1=O,13,94,5,1,104,95,98,95,94,7,0.8
COC(=O)CCCCCCCCCC[N+]1(C)CCCCC1,15,99,13,-2,99,101,99,97,101,4,0.0
Cc1cnc([N+](=O)[O-])n1CCOC(=O)NC(=O)c1ccccc1Cl,19,95,6,1,93,96,96,95,96,7,1.4
CN=C1S/C(=C\c2cc(C)n(-c3ccccc3F)c2C)C(=O)N1C,32,102,13,28,99,100,107,100,99,·,1.7
O=C(CNC(=O)C(c1ccccc1)c1ccccc1)OCc1ccccc1,9,97,11,2,100,94,97,97,99,12,1.5
O=C(CCC(=O)c1cccs1)NC1CCCCCC1,12,97,9,5,104,96,98,98,99,-1,1.1
COc1ccccc1-n1c(SCC(=O)Nc2ccc3c(c2)OCO3)nc2c(c1=O)SCC2,51,99,6,-1,96,96,98,98,95,-10,0.3
O=C(Cc1c(F)cccc1Cl)Nc1ccc(S(=O)(=O)NCC2CCCO2)cc1 (stereo not given),12,102,23,4,103,96,102,97,99,20,0.3
CCOc1ccc(N(CC(=O)N/N=C/c2cc([N+](=O)[O-])ccc2Cl)S(C)(=O)=O)cc1,8,99,8,4,99,96,103,100,97,-3,0.7
O=[N+]([O-])/C(=C\Nc1ccccc1)S(=O)(=O)c1ccccc1,63,106,12,-1,96,102,102,106,104,·,-0.4
CCOC(=O)C1C(=O)OC(C)(C)C1C(C)C(=O)c1ccc(OC)cc1 (stereo not given),32,101,8,0,101,99,104,100,101,15,0.3
Oc1ccccc1CN(Cc1ccco1)CC(O)COCc1ccc(Cl)cc1 (stereo not given),14,103,5,5,101,99,102,100,101,·,0.6
COc1cccc(Nc2ccc(C(=O)O)cc2[N+](=O)[O-])c1,21,100,8,7,98,93,106,97,95,10,0.7
COc1ccc(OC)c(NC(=O)c2cccc(C)c2[N+](=O)[O-])c1,17,97,11,5,97,93,96,96,97,5,-1.4
CC(/C=N/NC(=O)c1cc(-c2ccc3ccccc3c2)n[nH]1)=C\c1ccco1,21,97,2,-4,93,95,97,96,95,1,-0.3
CCN(CC)S(=O)(=O)c1cccc(-c2nnc(SCCCC(=O)c3ccccc3)o2)c1,36,95,17,47,99,95,97,95,96,-8,1.6
Nc1nc2c(c(=O)[nH]1)C(c1cccc3ccccc13)C1=C(N2)c2ccccc2C1=O (stereo not given),5,79*,22,-2,91,87,74*,83,79*,-5,-1.0
O=c1cc(N2CCC3(CC2)OCCO3)[nH]c(=O)n1-c1ccc(Cl)cc1,27,106,10,2,99,105,110,104,104,·,0.4

Arranged by heavy-atom count (high to low): part of the list above.
Compound,GSH fluor,Cdc42 wt GTP,Avidin bead fluor,ABCG2 block,Rab7 wt modul,Rac1 act GTP bind,Rac1 wt GTP bind,HRas wt GTP,Rab2A wt mod,Pf gamet viab,ABCB1 inh
COc1ccccc1-n1c(SCC(=O)Nc2ccc3c(c2)OCO3)nc2c(c1=O)SCC2,51,99,6,-1,96,96,98,98,95,-10,0.3
CCOC(=O)c1[nH]ncc1CN1CCCC(C(=O)c2ccc(C(C)(C)C)cc2)C1 (stereo not given),12,99,12,15,97,97,100,99,99,5,0.4
C/C(=N\NC(=O)COc1ccc(C(C)(C)C)cc1)c1ccc2c(c1)OCCO2,0,98,11,15,98,95,100,97,95,22,0.4
C/C(=N/NC(=O)CNC(=O)c1cccc(F)c1)c1ccc2c(c1)CCCC2,23,98,4,3,94,98,98,95,97,-11,0.3
CCOc1ccccc1NC(=O)CCS(=O)(=O)c1cccc2nonc12,11,104,7,3,102,101,103,103,103,·,0.6

Other entries follow:
Compound,GSH fluor,Cdc42 wt GTP,Avidin bead fluor,ABCG2 block,Rab7 wt modul,Rac1 act GTP bind,Rac1 wt GTP bind,HRas wt GTP,Rab2A wt mod,Pf gamet viab,ABCB1 inh
COc1ccccc1NS(=O)(=O)c1ccc(NC(=O)c2nc3nc(C)cc(C(F)F)n3n2)cc1,12,97,7,-1,98,101,109,97,97,·,-0.4
Cc1ccc(NC(=O)CSc2nnc(-c3n[nH]c4ccccc34)n2-c2ccccc2)c(C)c1,15,99,16,33,99,99,108,99,98,·,12
O=[N+]([O-])c1ccccc1OCCCCN1CCCCC1,34,102,12,7,102,98,105,101,101,·,1.0
COc1ccc(Nc2nnc(-c3ccc(O)cc3)c3ccccc23)cc1C(N)=O,23,93,9,0,100,98,97,95,97,4,0.0
Cc1cc(NC(=O)COc2ccc3oc4ccccc4c3c2)no1,17,103,31,37,100,98,108,100,101,-35,1.2
O=C(Nc1ncnc2c1ncn2C1OC(COC(=O)c2ccccc2)C(F)C1O)c1ccccc1 (stereo not given),6,101,10,1,98,100,106,101,99,·,0.1
O=C(Nc1nncs1)c1cc2c(s1)CCC2,13,90,11,4,100,92,93,91,93,29,0.0
O=C1/C(=C/c2ccccc2)CSc2sccc21,11,104,16,1,100,99,104,101,102,0,0.3
COc1ccc(C(=O)NCc2nnc(SCC(=O)NO)n2Cc2ccccc2)cc1,17,99,9,0,106,95,95,96,99,-9,0.2
CC(C)N1CCC(N2CCN(Cc3ccc(-c4ccccc4Cl)o3)CC2CCO)CC1 (stereo not given),12,95,10,4,98,96,97,96,99,13,0.6
CCOCCCn1c(SCC(=O)NC(C)C)nc2ccccc2c1=O,38,96,7,3,96,96,98,95,95,·,0.3
COC(=O)c1ccccc1NC(=O)CN(C1CCCCC1)S(C)(=O)=O,18,98,8,3,98,100,95,98,98,·,1.3
COC(=O)CNC(=O)CNC(=O)Nc1ccccc1,31,102,14,-4,101,99,104,101,102,·,1.9
COc1ccc(N=C2SC(C(=O)Nc3ccc(F)cc3)CC(=O)N2C)cc1 (stereo not given),15,97,10,46,98,99,100,98,101,5,0.8
Cc1[nH]c(=S)[nH]c(=O)c1CCCO,15,98,9,0,103,97,103,102,99,-71,0.0
CCOC(=O)C1(CC2CC2)CCN(C(=O)c2cccnc2C)CC1,13,97,11,1,101,96,102,97,98,3,0.4
O=C(CSc1nc2nc3c(cc2c(=O)n1-c1ccccc1)CCCC3)Nc1cccc2ccccc12,16,101,15,14,101,98,101,97,97,6,9.0
c1ccc2c(c1)oc1c(N3CCN(Cc4ccc5c(c4)OCO5)CC3)ncnc12,51,99,8,2,98,97,100,98,98,·,1.4
CSc1ccccc1C(=O)Nc1ccc(C)c(C)c1,23,107,14,3,100,100,104,106,106,·,0.3
CCCCNC(=S)NNC(=O)c1ccco1,20,98,22,1,94,94,97,96,95,13,0.6
Cc1cc(C(=O)CN2C(=O)NC(Cc3c[nH]c4ccccc34)C2=O)c(C)n1C (stereo not given),43,97,12,3,92,94,94,95,93,-13,0.4
COc1ccc(N2CCN(CCCNC(=O)CCCn3c(=O)[nH]c4ccsc4c3=O)CC2)cc1,18,99,6,-1,99,100,99,98,100,·,-0.2
CCCCc1nnc(NC(=O)COC)s1,21,101,10,6,96,93,91,95,93,17,1.3
O=C(CN1CCN(Cc2ccccc2F)C1=O)NCCc1ccc(Cl)cc1,27,100,60*,1,100,96,100,99,100,·,0.5
NC(=O)c1c(NC(=O)c2ccncc2)sc2c1CCCC2,16,85,19,4,94,92,87,88,86,·,1.2
CNC(=O)[C@@]1(C)C=C[C@@H](Cc2ccccc2)N1C(=O)OC,17,110,4,7,100,100,109,104,100,·,2.4
Cc1ccc2nc(CSc3nnc(-c4ccco4)o3)cc(=O)n2c1,10,104,30,6,98,100,102,99,98,5,1.0
CCOC(=O)c1c(C)[nH]c(C)c1C(=O)COc1ccc(NC(=O)c2ccco2)cc1,23,101,11,4,99,100,100,101,100,·,0.5
CCSc1nnc(C)c(=O)n1COC(=O)c1ccc(S(=O)(=O)N2CCCC2)cc1,15,101,5,-5,97,98,101,98,97,-10,-0.1
O=C(Nc1sc2c(c1C(=O)O)CCC2)c1ccc(F)cc1,22,91,11,1,94,92,96,94,93,·,-0.2
COc1ccc(/C=N/Nc2nc(N)cc(Cl)n2)cc1OC,11,97,12,12,96,96,97,95,94,-33,-0.3
CCC1CCCCN1CCCNC(=O)c1cc2c(Cl)nc3ccccc3c2s1 (stereo not given),17,96,6,10,99,98,103,98,99,-15,13
CCOc1ccc(N2C(=O)CCC2=O)cc1,7,100,9,2,103,97,103,101,102,·,0.4

Profiles, looked up by structure.
Listed for O=C(Nc1sc2c(c1C(=O)O)CCC2)c1ccc(F)cc1 = GSH fluor = 22; Cdc42 wt GTP = 91; Avidin bead fluor = 11; ABCG2 block = 1; Rab7 wt modul = 94; Rac1 act GTP bind = 92; Rac1 wt GTP bind = 96; HRas wt GTP = 94; Rab2A wt mod = 93; Pf gamet viab = ·; ABCB1 inh = -0.2
Listed for CNC(=O)[C@@]1(C)C=C[C@@H](Cc2ccccc2)N1C(=O)OC = GSH fluor = 17; Cdc42 wt GTP = 110; Avidin bead fluor = 4; ABCG2 block = 7; Rab7 wt modul = 100; Rac1 act GTP bind = 100; Rac1 wt GTP bind = 109; HRas wt GTP = 104; Rab2A wt mod = 100; Pf gamet viab = ·; ABCB1 inh = 2.4

Source: PubChem
